Screening results deposited in PubChem by several laboratories.
PGE2 EP2 inh – EP2 receptor (human) inhibition; inhibition, % at 25 µM; C6 glioma cells expressing human EP2, cAMP TR-FRET; cells stimulated with saturating PGE2; P43116; 260,000 compounds, 0.52% hits;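 active = percent inhibition above 40 after rounding to a whole number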;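 also: rat C6 glioma host cells with rolipram phosphodiesterase inhibitor present; the protocol text gives 20 µM as final concentration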
Target sequence (P43116 whole entry, looked up): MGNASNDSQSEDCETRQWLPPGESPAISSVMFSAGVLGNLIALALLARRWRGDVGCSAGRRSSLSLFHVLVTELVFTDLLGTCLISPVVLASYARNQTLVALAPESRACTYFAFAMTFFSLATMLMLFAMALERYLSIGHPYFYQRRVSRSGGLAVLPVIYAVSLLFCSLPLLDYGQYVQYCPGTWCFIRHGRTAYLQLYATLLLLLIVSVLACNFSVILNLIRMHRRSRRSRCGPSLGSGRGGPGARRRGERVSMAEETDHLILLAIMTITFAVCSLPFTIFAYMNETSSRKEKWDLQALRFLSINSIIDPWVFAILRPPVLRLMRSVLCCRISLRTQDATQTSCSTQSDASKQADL
EP2 mod – modulates human prostaglandin E2 receptor EP2 signaling; EP2-expressing cells, cAMP HTRF FRET, PGE2 co-stimulation; induction, % at 25 µM; 260,000 compounds, 0.83% hits; AID 940;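 active = compounds whose cAMP rise, as percent of the full-agonist control response, exceeds 60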;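 also: rat C6 glioma line stably carrying human EP2 under a CMV promoter; the protocol text gives 20 µM as final concentration; 100% = response of wells given 1 µM PGE2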
NPY-Y1 antag – antagonists of human neuropeptide Y receptor Y1. HEK293-CNG Y1 cells, membrane potential fluorescence; NPY at EC95, then isoproterenol. inhibition, % at 3.6 µM. 200,000 compounds, 1% hits. AID 1040;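 active = inhibition above the campaign mean inhibition of all tested compounds plus 3 SD, cut at about 20% in these data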;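 also: 0% = DMSO wells given NPY plus isoproterenol and 100% = isoproterenol alone without NPY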
Target sequence (P25929 whole entry, looked up): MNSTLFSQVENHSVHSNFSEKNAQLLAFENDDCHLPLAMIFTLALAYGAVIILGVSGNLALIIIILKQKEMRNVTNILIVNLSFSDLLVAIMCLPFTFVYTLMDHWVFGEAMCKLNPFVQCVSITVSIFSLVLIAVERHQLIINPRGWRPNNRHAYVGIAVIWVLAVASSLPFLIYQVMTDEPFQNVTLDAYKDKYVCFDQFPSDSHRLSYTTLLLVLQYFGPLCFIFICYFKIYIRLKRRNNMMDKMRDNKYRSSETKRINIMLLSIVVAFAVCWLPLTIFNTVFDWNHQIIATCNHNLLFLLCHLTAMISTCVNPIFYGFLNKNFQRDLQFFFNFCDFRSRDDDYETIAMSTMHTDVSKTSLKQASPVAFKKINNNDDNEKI
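Test system – HEK293 Y1/CNG channel cell line · Also added – NPY agonist 25 nM, then isoproterenol 1 µM plus Ro 20-1724 25 µM · Compound dosing – one concentration, 3.6 µM, in 0.4% DMSO · Schedule – compound incubation 1 h at room temperature, readout 45 min post-stimulation · Technique – fluorescence, membrane potential probe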
TRPN1 ag – agonists of zebrafish TRPN1 channel | HEK293 zebrafish TRPN1-YFP, Fluo-8 calcium fluorescence; 100% = response to 87 µM carbachol | activation, % at 3 µM | 220,000 compounds, 0.18% hits | AID 1424;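 active = activation above its plate's cutoff, the mean activation of test wells on that plate plus 3 SD, cut at about 19% in these data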;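 also: 0% = DMSO alone and 100% = 87 µM carbachol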
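Material: zebrafish TRPN1-YFP in HEK293 cells. Doses: one dose of 3 µM, 0.3% DMSO. Incubation: dye 1 h 37 °C plus 30 min RT. Measured by: intracellular calcium fluorescence with Fluo-8.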
NPY-Y1 PAM-ag – potentiators or agonists of human neuropeptide Y receptor Y1 | AID 1304 | activation, % at 3.6 µM | NPY-Y1 expressing cells, potentiator/agonist activation | P25929 | 220,000 compounds, 0.37% hits; in the data active = activation above about 33%, passing the limit was not always enough;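 also: cells stimulated with NPY at EC10 then isoproterenol at EC100; 0% = low agonist plus stimulus and 100% = saturating agonist plus stimulus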
PPC-1+TRAIL kill – PPC-1 cancer cell killing with TRAIL present; 220,000 compounds, 0.41% hits; AID 1443; PPC-1 cells + TRAIL, ATPLite viability luminescence; cell killing (% activity), % at 4 µM;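 active = cell killing above 50% in the first pass at 4 µM, then a duplicate retest at 5 µM averaging 50% or more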;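 also: plate controls were cells with TRAIL plus DMSO for no effect and medium-only wells lacking cells for full effect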
14-3-3 Bad PPI – disrupts binding of bovine 14-3-3 zeta to phospho-Bad peptide; P63103; TR-FRET 14-3-3zeta/Dy647-pBad peptide displacement, 1 h; inhibition, % at 21.7 µM; 220,000 compounds, 0.71% hits;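 active = inhibition above about 70%, limit read from the data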;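 also: 0% = full 14-3-3 plus peptide FRET controls and 100% = background without 14-3-3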
Target sequence (P63103 whole entry, looked up): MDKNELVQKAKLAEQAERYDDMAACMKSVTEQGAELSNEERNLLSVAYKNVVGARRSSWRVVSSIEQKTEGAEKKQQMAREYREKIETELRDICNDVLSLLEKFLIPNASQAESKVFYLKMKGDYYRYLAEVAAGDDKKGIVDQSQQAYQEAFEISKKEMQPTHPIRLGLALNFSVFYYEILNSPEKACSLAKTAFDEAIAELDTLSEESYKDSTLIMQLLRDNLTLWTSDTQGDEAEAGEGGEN
CHOP inhibitor – inhibitors of CHOP induction in ER stress response. 220,000 compounds, 3.8% hits. inhibition, % at 10 µM. CHO-K1 CHOP-promoter luciferase, tunicamycin-induced, 15-18 h. AID 2732;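 active = compounds that reduced the stress-induced luciferase reporter signal by more than about 70% of percent inhibition, limit read from the data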;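 also: 0% = tunicamycin plus vehicle and 100% = wells without tunicamycin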
TRPML3 ag – activates the human TRPML3 channel; activation, % at 3 µM; Q8TDD5; AID 1448; HEK293 TRPML3-YFP, Fluo-8 calcium fluorescence; 100% = the carbachol control signal; 220,000 compounds, 0.29% hits;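 active = activation above its plate's cutoff, the mean activation of the plate's test wells plus 3 SD, cut at about 12% in these data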;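 also: 0% = DMSO only wells and 100% = carbachol wells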
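system = HEK293 cells stably carrying human TRPML3-YFP | doses = one concentration, 3 µM nominal, 0.3% DMSO | timing = dye loading 1 h 37 °C then 30 min ambient, 125 s read | detection = Fluo-8 calcium dye fluorescence, ex 470-495, em 515-575 nm | benchmarks = high control carbachol 87 µM, low control DMSO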
Starred values were filed as active, the others as inactive; . = no result given; & = joins results of further samples; [ ] = dose if it differs, or a comment.

SMILES	PGE2 EP2 inh	EP2 mod	NPY-Y1 antag	TRPN1 ag	NPY-Y1 PAM-ag	PPC-1+TRAIL kill	14-3-3 Bad PPI	CHOP inhibitor	TRPML3 ag
COc1cc(/C=C/C(=O)OCC(=O)c2c(N)n(C)c(=O)n(C)c2=O)ccc1OCC#N	16	-25	-3	1.0	2	14	3	8	0.9
OC1CNCc2cc3c(cc21)OCCO3 (configuration not stated)	2	-23	-5	-0.5	3	-8	-7	-13	0.8
O=C(CSc1nnc(-c2ccncc2)n1CC1CCCO1)Nc1cccc(O)c1 (configuration not stated)	15	27	11	-0.3	-10	5	-8[fluorescence artefact?]	21	0.5
Cc1ccc(C(=O)Nc2ccc(F)cc2)o1	9	-31	-4	0.3	10	2	-13	17	0.8
COc1ccc(CCNC(=O)c2cc(-c3ccccc3O)n[nH]2)cc1OC	7	-71	-1	1.4	-3	27	-6	-3	0.5
Cc1nn(C(=O)c2nn(C)cc2[N+](=O)[O-])c(C)c1Br	7	12	6	1.0	18	21	-16	-1	0.4
CC(C)(C)c1ccc(NC(=O)COc2ccc(-n3ccnc3)cc2)cc1	27	-26	1	12	16	22	1	74*	2.6
O=C(Nc1ccc(OC(F)F)cc1)Nc1cccc(C(F)(F)F)c1	8	-23	-7	9.9	13	17	-1	110*	9.2
CCOC(=O)Cc1[nH]nc2c1C(c1cccc(OC)c1OC)C(C#N)=C(N)O2 (configuration not stated)	.	38	0	0.9	1	0	-18	37	1.2
Cc1cn2c(nc(=O)c3cccnc32)s1	4	30	5	-0.6	18	1	-4[fluorescence artefact?]	21	0.4
Cc1cc(C)c(S(=O)(=O)NCCn2c(C)cc3ccccc32)c(C)c1	6	-1	1	2.2	4	32	-3	102*	0.6
COc1ccc(OC)c(NC2c3ccccc3C(=O)N2c2cccnc2)c1 (configuration not stated)	9	21	4	0.2	-2	16	9	-4	-0.2
O=C(N/N=C/c1sc(N2CCCCC2)nc1-c1cccs1)c1cccnc1	3	15	-2	-0.8	-4	14	-14	-35	0.2
COc1ccc(N(CC(=O)Nc2c(C)n(C)n(-c3ccccc3)c2=O)S(=O)(=O)c2ccccc2)cc1OC	15	31	3	-0.8	6	5	1[fluorescence artefact?]	0	0.8
O=C(Cn1c(=O)oc2cc(S(=O)(=O)N3CCCC3)ccc21)N1CCc2ccccc2C1	10	6	-4	2.1	10	35	2	85*	-0.8
COc1cc(CN2CCC(C(=O)NC3CCCC3)CC2)ccc1O	3	-26	-8	-0.5	13	-19	77*	-19	0.4
C#CCOC(=O)Nc1ccc(=O)n(Cc2c(Cl)cccc2Cl)c1	6	12	9	1.3	-10	11	7	10	0.1
COc1ccccc1CNC(=O)C1CCN(S(=O)(=O)N2CC(C)CC(C)C2)CC1 (configuration not stated)	2	-13	0	-0.7	-26	-19	0	5	0.2
Oc1ccc(N=Nc2nccs2)c(O)c1	10	-33	.	-1.1	-3	-6	-15	5	-0.2
O=C(Nc1cccc(S(=O)(=O)N2CCCCC2)c1)c1ccc(OCC2CCCO2)cc1 (configuration not stated)	4	-49	-6	7.4	9	38	-9	23	3.5
CC(C)Oc1ccc(C(=O)Nc2ccccc2N2CCOCC2)cc1	7&7	-11&-35	1	0.6	2	-16	-2	9	-0.8
C(=N\N1CCN(Cc2cccc3ccccc23)CC1)/c1ccco1	8	-27	5	-0.7	-40	5	-15[fluorescence artefact?]	35	-0.8
N#CCC(=O)N/N=C/c1cn(Cc2ccccc2C#N)c2ccccc12	11	-6	.	-0.3	17	25	-6	-8	0.4
Clc1ccc(Nc2nc(-c3cccnc3)cs2)cc1	0	15	-10	-0.7	36	22	66[fluorescence artefact?]	40	-0.7
O=C(NCC1CCCO1)C(C(=O)c1ccccc1)n1ccccc1=O (configuration not stated)	3	27	-4	0.0	15	-3	-3	-21	0.4
COCCNC(=O)C(c1ccc(F)cc1)N(C(=O)CCC(=O)Nc1nccs1)c1ccc(C)cc1 (configuration not stated)	14	-15	-1	2.1	10	2	-4	6	1.1
COc1ccc(OC)c(C(c2nnnn2CCc2ccccc2)N2CCC(C(N)=O)CC2)c1 (configuration not stated)	9	25	5	2.8	12	0	11	17	-0.3
CCS(=O)(=O)N1CCCC(C(=O)NC2CCCCC2C)C1 (configuration not stated)	16	20	0	0.5	3	-6	4	6	0.5
CCS(=O)(=O)c1ccc2oc(SCC(=O)N3CCCCC3)nc2c1	7	-14	0	3.6	11	32	6	22	2.1
COc1ccc(NC(=O)c2cccs2)cc1OC	6	-9	-7	-0.1	-4	10	0	-25	0.5
Cc1ccc(C)c(OCC(=O)N/N=C/c2ccsc2)c1	12	11	2	-0.8	-13	29	-1	-8	0.0
COc1cc(-c2ccc(NC(=O)CN3CCCCC3)c(OC)c2)ccc1NC(=O)CN1CCCCC1	.	.	0	0.4	-30	.	.	.	0.4
CCOC(=O)C1CCN(C(=S)Nc2ccc(S(N)(=O)=O)cc2)CC1	8	-9	2	0.0	0	23	-5	8	0.7
CC(C)C(=O)Nc1ccccc1N1CCN(C(=O)c2ccccc2)CC1	12	16	3	-1.2	17	11	-4	0	-0.7
CCOc1ccc(/C=C(\C#N)C(=O)Nc2cccnc2)cc1	11	3	4	0.1	6	-5	1	-6	1.7
CC1(CCc2ccc(O)cc2)NC(=O)NC1=O (configuration not stated)	22	12	-3	-1.2	-15	6	-10	5	0.6
CCOC(=O)c1c(NC(=O)Cn2nc(C(=O)O)c3ccccc3c2=O)sc2c1CCC(C)C2 (configuration not stated)	5	35	.	1.1	11	-2	2	16	0.4
COc1cc(C(=O)NC2(C(F)(F)F)NC(=O)N(CCCc3ccccc3)C2=O)cc(OC)c1OC (configuration not stated)	6	-8	-3	0.0	7	-1	3	35	-0.8
COC(=O)C1(CO)NC(c2cccs2)C2C(=O)N(c3ccccc3)C(=O)C21 (configuration not stated)	4	49	7	2.3	4	-5	11	40	0.0
O=C(N/N=C/c1ccco1)/C(=C/c1cccc([N+](=O)[O-])c1)NC(=O)c1ccccc1	2	14	-4	0.2	-9	30	-4	3	0.2
Cc1ccc(C)c(OCCCNC2CCCC2)c1C	10	-6	6	0.1	3	13	3	17	0.9
Cc1ccc(CN2CCNC(=O)C2CC(=O)N(C)C(C2CC2)C2CC2)o1 (configuration not stated)	0	7	-1	-0.3	4	17	-3	18	0.5
O=[N+]([O-])c1cnccc1Nc1cccc(F)c1	9	10	-2	-2.0	0	18	-2	25	1.0
COc1ccc(-c2cccc(C3CC=CC4C3C(=O)N(Cc3ccccc3)C4c3ccc(OC)c(Cl)c3)c2)cc1 (configuration not stated)	10	27	.	.	.	2	1	-9	.
O=C(CSc1nc2ccccc2c(=O)n1CCCN1CCOCC1)c1c[nH]c2ccccc12	8	-59	2	1.6	-4	35	-3	7	1.1
Cc1ncc([N+](=O)[O-])n1CCOC(=O)c1ccc(Cl)cc1Cl	14	0	2	-3.4	15	13	6	13	-1.1
CC(C)Cc1cc(C(=O)Nc2ccc3c(c2)OCO3)no1	9	-9	-1	0.7	7	16	3	40	0.4
Cc1ccc(CNC(=O)CCNS(=O)(=O)c2ccc(Br)s2)cc1	6	14	-1	-1.4	5	-20	-15	0	1.2
COc1cc2c(cc1OC)C(c1cccs1)N(C(=S)NC(C)C)CC2 (configuration not stated)	7	12	30*	-0.8	-12	10	-19	5	-0.7
COC(=O)c1ccccc1NS(=O)(=O)c1ccc2[nH]c(=O)[nH]c2c1	11	-12	6	1.5	-19	-7	-6[fluorescence artefact?]	18	0.5
Next structures
SMILES	PGE2 EP2 inh	EP2 mod	NPY-Y1 antag	TRPN1 ag	NPY-Y1 PAM-ag	PPC-1+TRAIL kill	14-3-3 Bad PPI	CHOP inhibitor	TRPML3 ag
O=C(NCC(c1cccs1)N1CCOCC1)c1ccc([N+](=O)[O-])cc1 (configuration not stated)	5	0	-1	-0.2	4	2	1	-12	0.5
COC(=O)c1ccc2c(c1)S(=O)(=O)NC(=NCCCN1CCOCC1)S2	.	2	-2	0.5	9	-3	-1	18	0.9
N#CC1=C(N)N(c2ccccc2)C2=C(C(=O)CCC2)C1c1cccs1 (configuration not stated)	5	-24	3	1.2	-10	-8	-16	-86	0.2
COc1ccccc1/C=C/C=N/n1c(C2CCCCC2)n[nH]c1=S	4	34	-1	-0.4	-13	13	-9[fluorescence artefact?]	94*	-0.6
Cc1ncc(CO)c2cc(S(=O)(=O)c3ccc(F)cc3)c(=O)oc12	18	-1	5	-0.4	2	17	15[fluorescence artefact?]	30	0.3
COC(=O)c1ccc(C(=O)Nc2ccc(N)cc2N)cc1	16	-3	-3	0.6	13	2	-7	30	-0.4
Cc1ccc(NC(=O)CCC(=O)n2nc(C)cc2C)c(C)c1	5	12	3	0.4	-5	17	0	10	1.1
O=C(NC1CCS(=O)(=O)C1)Oc1ccccc1 (configuration not stated)	8	-15	-3	-0.1	-29	22	5	-25	0.7
Clc1cc(Br)ccc1OCCOCCOc1cccc2cccnc12	15	-47	10	0.2	-29	13	-7[fluorescence artefact?]	71*	-0.4
COc1cc(C(=O)Nc2ccc(N3CCOCC3)cc2)ccc1OCc1c(C)noc1C	6	-22	4	0.2	7	31	-7	1	0.0
O=C(OC1Cn2c(=O)ccc(=O)n2C1)c1ccc([N+](=O)[O-])cc1	0	17	0	0.4	-7	8	0[fluorescence artefact?]	0	-0.3
COCCNc1nc(-n2nc(C)cc2C)nc2sc3c(c12)CCCC3	.	12	11	-1.6	3	38	-16	-180	-1.7
Clc1cc(Br)ccc1OCCCNCc1ccccc1	10	-39	3	3.4	-1	22	14	-1	1.6
COc1ccc(CC(=O)N(c2ccccc2)c2nc(C)cs2)cc1	11	12	5	0.1	-6	5	3	8	-0.3
O=C(Cn1nnc(-c2cccs2)n1)N1CCOCC1	14	-11	4	1.9	23	13	-15	15	0.7

Random excerpt: 4 compounds from above.
SMILES	PGE2 EP2 inh	EP2 mod	NPY-Y1 antag	TRPN1 ag	NPY-Y1 PAM-ag	PPC-1+TRAIL kill	14-3-3 Bad PPI	CHOP inhibitor	TRPML3 ag
COCCNc1nc(-n2nc(C)cc2C)nc2sc3c(c12)CCCC3	.	12	11	-1.6	3	38	-16	-180	-1.7
Clc1cc(Br)ccc1OCCCNCc1ccccc1	10	-39	3	3.4	-1	22	14	-1	1.6
COc1ccc(CC(=O)N(c2ccccc2)c2nc(C)cs2)cc1	11	12	5	0.1	-6	5	3	8	-0.3
O=C(Cn1nnc(-c2cccs2)n1)N1CCOCC1	14	-11	4	1.9	23	13	-15	15	0.7

Only part of the results is shown (hit frequency here may not be typical).
